Compound activity from PubChem BioAssay.
Furin inh: inhibitors of human furin; P09958; AID 463115; purified furin, fluorogenic substrate cleavage; inhibition, % at 30 µM; actives 0.061% (n = 220,000); in the data active = inhibition above about 25%; note: inactives centre near -15
Target sequence (P09958 108-714 limits assumed): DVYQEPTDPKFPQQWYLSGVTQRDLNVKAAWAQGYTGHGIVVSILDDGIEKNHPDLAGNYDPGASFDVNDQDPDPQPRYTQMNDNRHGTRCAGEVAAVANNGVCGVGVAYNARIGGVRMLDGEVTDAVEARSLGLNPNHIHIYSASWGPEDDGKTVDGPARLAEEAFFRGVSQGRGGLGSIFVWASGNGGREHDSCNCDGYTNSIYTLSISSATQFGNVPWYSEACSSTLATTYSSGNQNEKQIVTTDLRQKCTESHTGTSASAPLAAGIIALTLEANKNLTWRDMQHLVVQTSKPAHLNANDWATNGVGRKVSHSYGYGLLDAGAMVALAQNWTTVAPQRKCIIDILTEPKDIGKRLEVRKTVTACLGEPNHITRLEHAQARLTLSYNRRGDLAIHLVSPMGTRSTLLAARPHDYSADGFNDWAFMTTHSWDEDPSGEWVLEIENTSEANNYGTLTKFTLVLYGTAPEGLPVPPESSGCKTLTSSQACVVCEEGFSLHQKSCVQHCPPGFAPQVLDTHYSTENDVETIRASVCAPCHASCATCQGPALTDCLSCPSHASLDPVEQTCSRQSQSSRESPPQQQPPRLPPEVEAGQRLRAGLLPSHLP
p97 ATPase inh: inhibitors of human p97 ATPase | recombinant p97 ATPase, Kinase-Glo ATP luminescence, 3 h | inhibition, % at 8 µM | P55072 | actives 0.42% (n = 220,000) | AID 1481; in the data active = inhibition above about 15%;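 note: 0% = DMSO vehicle and 100% = wells lacking enzyme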
RBBP9 inh: inhibitors of human serine hydrolase RBBP9; O75884; recombinant RBBP9, FP-Rh probe fluorescence polarization; inhibition, % at 7.94 µM; actives 0.2% (n = 220,000);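 active = inhibition above the campaign mean of all tested compounds plus 3 SD, cut at about 14% in these data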;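 note: plate controls were DMSO wells with RBBP9 for no effect and wells lacking RBBP9 protein for full effect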
Target sequence (O75884 whole entry, looked up): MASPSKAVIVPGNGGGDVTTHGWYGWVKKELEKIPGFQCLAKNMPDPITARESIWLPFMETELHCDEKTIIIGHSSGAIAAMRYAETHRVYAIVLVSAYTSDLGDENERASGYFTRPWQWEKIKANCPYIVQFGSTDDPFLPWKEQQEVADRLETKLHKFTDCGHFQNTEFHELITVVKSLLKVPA
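System: RBBP9 protein / Quantity: 2.5 µM RBBP9 dispensing solution, before mixing / Also added: Serine-hydrolase probe FP-Rh, 375 nM pre-mixing / Dosing: 7.94 µM single dose, 0.794% DMSO / Timing: enzyme-compound preincubation 30 min, then probe labeling 45 min, 25 °C / Signal: FP readout at 525/598 nm / Controls: DMSO-treated enzyme wells and wells lacking RBBP9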
EBV gp42 inh: blocks Epstein-Barr virus glycoprotein 42 binding; actives 0.42% (n = 220,000); inhibition, % (tested at 21.74 µM); Q1HVG2; Fluorescence polarization binding assay, mP read-out; in the data active = inhibition above about 50%
Target sequence (Q1HVG2 whole entry, looked up): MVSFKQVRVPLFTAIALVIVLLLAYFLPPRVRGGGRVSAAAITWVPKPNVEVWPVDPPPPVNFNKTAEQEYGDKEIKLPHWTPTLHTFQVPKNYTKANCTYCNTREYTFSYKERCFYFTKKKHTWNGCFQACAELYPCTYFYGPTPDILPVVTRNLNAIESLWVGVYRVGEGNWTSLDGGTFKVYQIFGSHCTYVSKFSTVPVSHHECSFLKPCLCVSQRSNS
Runt-CBFb FRET: Runt domain-CBFb interaction inhibition. Cerulean-Runt/Venus-CBFb FRET ratio 530/480, 1 h. inhibition, % at 20 µM. actives 0.46% (n = 220,000);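 active = inhibition over about 50% at 20 µM in the single-dose screen, limit read from the data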;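 note: 0% = DMSO wells and 100% = excess unlabeled CBFb competitor control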
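test system = Cerulean-tagged RUNX1 Runt domain (FRET donor) fusion protein | reagent = Venus-CBFb binding partner, 100 nM | incubation = protein complex preformed 1 h, compound exposure 1 h, room temperature, dark | detection = FRET fluorescence | read-out basis = loss of energy transfer signal | controls = 5 µM unlabeled CBFb as full-inhibition high control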
Tb hexokinase: T. brucei hexokinase 1 inhibition. recombinant TbHK1, G6PDH-coupled NADH A340. inhibition, % at 10 µM. actives 0.11% (n = 220,000);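 active = inhibition of 50% or more in the single-dose primary screen; inactive = inhibition below 50%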
Runt-SMMHC FRET: Runt domain-CBFb-SMMHC interaction inhibition. Cerulean-Runt/Venus-CBFb-SMMHC FRET ratio 530/480, 1 h. inhibition, % at 20 µM. actives 0.74% (n = 220,000). AID 1434;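 active = mean inhibition across duplicate retests at 20 µM reaching about 50%, limit read from the data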;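 note: 0% = DMSO wells and 100% = wells with excess untagged CBFb-SMMHC; inhibitors lower the FRET ratio by blocking Runt binding to CBFb-SMMHC; some results filed as inactive read as strong as hits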
p47phox inh: inhibitors of human p47phox binding. actives 0.53% (n = 220,000). inhibition, % at 24.7 µM. P14598. p47phox/p22phox peptide binding, fluorescence polarization, 2 h;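 active = inhibition above about 30%, limit read from the data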;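 note: 0% = p47phox with labelled peptide and 100% = labelled peptide alone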
Calpain2 inh: calpain II (pig) inhibition | purified calpain II, fluorogenic peptide substrate, 30 min | inhibition, % at 16 µM | actives 0.37% (n = 220,000);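 active = inhibition above about 50%, limit read from the data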
* = called active by the depositor; . = not tested or not shown; [ ] = dose if it differs, or a comment.

SMILES	Furin inh	p97 ATPase inh	RBBP9 inh	EBV gp42 inh	Runt-CBFb FRET	Tb hexokinase	Runt-SMMHC FRET	p47phox inh	Calpain2 inh
COc1ccc(-c2noc(C3CCCN(S(=O)(=O)c4cccc(Cl)c4C)C3)n2)cc1OC (centres undefined)	4.0	-3.2	-2.9	-13.8	-0.7	2.3	-1.9	-10.9	19.7
CCN(CC)c1ccc(C2C(C(=O)OC)=C(C)NC(C)=C2C(=O)OC)cc1	1.4	0.7	-2.3	-9.0	5.4	-8.6	11.5	-6.6	-32.0
COc1ccc(NC(=O)c2ccc(C)cc2Cl)c([N+](=O)[O-])c1	-21.1	2.9	2.3	-8.8	-1.8	-0.2	4.4	-11.9	-11.0
O=C(O)c1cccc(-n2cccc2/C=C\[N+](=O)[O-])c1	-24.3	4.9	-1.3	-7.8	6.6	1.0	5.3	-7.3	-46.4
Cc1ccccc1-n1c(=O)c2ccccc2n2cnnc12	-19.9[20 µM]	4.9	-8.4	10.1	0.3	-3.1	1.0	7.3	13.2
Cc1ccc(-c2nnn(CC(=O)N(Cc3ccccc3)C(C(=O)NC3CCCC3)c3ccncc3)n2)o1 (centres undefined)	-0.7	0.3	-4.6	-22.5	-8.1	36.5	2.2	-35.5	-69.8
CC(/C=C/c1ccco1)=N\NC(=O)C(O)c1ccccc1 (centres undefined)	-8.5	4.0	1.5	-14.8	4.5	-60.2	-1.8	-5.1	-6.0
Cc1ccccc1-c1nc(CS(=O)(=O)CC(=O)NCCCN2CCCC2)c(C)o1	-22.5	2.2	-6.4	5.5	-0.3	9.5	-5.6	-13.0	0.9
CC(=O)Nc1ccc(-c2nn[nH]n2)cc1Cl	-26.9[20 µM]	5.7	-4.6	-18.9	-0.5	-0.2	-0.1	-17.0	2.5
N/C(=N\NC(=O)c1cccs1)c1cc2cc(Cl)ccc2oc1=O	-27.0	8.4	4.9	-5.1	-2.9	-1.2	-7.0	-10.8	-9.0
CCOC(=O)c1nn(-c2ccccc2)c(=O)c(C#N)c1C	-14.8[20 µM]	0.8	-4.7	-8.2	-1.5	-15.3	-2.4	-4.6	-73.6
CC1Nc2ccccc2C(=O)N1NS(=O)(=O)c1ccccc1 (centres undefined)	-11.2	5.3	1.2	-5.8	-0.8	26.4	0.6	0.6	-150.4
COc1ccc(/C=N/Nc2ncccc2[N+](=O)[O-])c(OC)c1	0.9	-37.0	1.5	12.7	-5.3	-34.3	-2.2	-3.7	12.2
COc1ccc(N(C)S(=O)(=O)c2cccc(C(=O)NC3CCCCC3C)c2)cc1 (centres undefined)	-29.9	0.4	-11.1	-12.8	-1.8	0.6	1.4	-3.0	6.7
O=C(N/N=C/C=C/c1ccccc1)c1ccc(Br)cc1	-10.7[20 µM]	-1.3	-2.0	-2.9	2.4	-11.3	-1.4	-1.2	-31.6
COC(=O)C1=C(C)NC(=S)NC1c1sccc1C (centres undefined)	-13.9	4.1	-3.0	-12.0	0.6	-9.4	2.3	-3.1	15.2
CNc1nc(N)c([N+](=O)[O-])c(Nc2cccc(F)c2)n1	-18.7	4.6	-2.6	2.6	0.7	-41.1	3.7	-2.6	-3.6
CC1=C(C(=O)Nc2ccccc2)C2(CCCCC2)C(C#N)=C(S)N1	6.1[20 µM]	0.3	-5.0	0.0	8.4	-11.2	4.8	-7.0	-46.4
COc1ccc2nc(SCC(=O)N3CCCCC3)c(C#N)cc2c1	-35.6	5.2	-10.9	-16.3	0.5	-0.9	-1.7	-12.5	-46.7
Nc1nc(CSCc2ccccc2)nc(N2CCOCC2)n1	12.7[20 µM]	4.1	6.1	-7.3	-0.6	-3.6	-5.7	-14.8	-3.4
COc1ccc(CCNC(=O)CN2CCC(C)CC2)cc1OC	-8.2[20 µM]	-2.3	-1.7	-13.5	0.5	-1.1	-7.5	-2.4	-11.6
COc1ccc(N(Cc2ccccc2)S(=O)(=O)c2ccc(C)cc2)cc1	-11.3	-1.4	-3.3	-2.3	-0.5	-2.1	-0.8	2.9	3.5
COc1ccc(NC(=O)Nc2ccccc2F)cc1	-28.0[20 µM]	-20.2	-3.9	-3.3	0.6	0.6	-2.2	1.2	-7.8
COC(=O)CCCC1=CC2=CC(=O)C(C)(OC(=O)c3cccs3)C(=O)C2=CN1CCc1c[nH]c2ccccc12 (centres undefined)	-0.6	.	.	-8.9	3.1	-22.7	-5.0	4.4	-35.2
O=C1/C(=C\c2ccncc2)SC(=S)N1C1CCCCC1	-8.6	6.4	-6.5	-4.0	2.4	-11.8	-2.5	-5.3	13.9
O=C(c1ccc([N+](=O)[O-])c(CS(=O)(=O)c2ccc(Cl)cc2)c1)N1CCCC1	-22.9	0.8	-8.2	-15.6	1.6	1.2	-6.8	-4.3	9.9
COc1ccc(NC(C)=O)cc1S(=O)(=O)Nc1ccccc1C(=O)N1CCCC1	-17.1	3.8	-7.4	-4.1	-1.6	2.7	-2.5	-1.5	27.9
Cn1c(=O)[nH]c(=O)c2c1nc(NCc1ccccc1)n2CCCc1ccccc1	-20.7	2.9	-6.1	-11.2	-3.5	1.1	-4.5	-11.7	-18.3
Cc1c(NCc2cc(Cl)ccc2O)c(=O)n(-c2ccccc2)n1C	-15.6[20 µM]	-6.0	-12.1	-11.1	.	4.1	-1.9	-6.7	0.2
Cc1ccc(S(=O)(=O)N2CCN(S(=O)(=O)N(C)C)CC2)c(C)c1	-21.1[20 µM]	-2.1	9.9	-1.0	0.7	-3.9	1.3	-7.9	-2.4

4 of the compounds above, as labelled records:
structure: COc1ccc(CCNC(=O)CN2CCC(C)CC2)cc1OC
  Furin inh: -8.2[20 µM]
  p97 ATPase inh: -2.3
  RBBP9 inh: -1.7
  EBV gp42 inh: -13.5
  Runt-CBFb FRET: 0.5
  Tb hexokinase: -1.1
  Runt-SMMHC FRET: -7.5
  p47phox inh: -2.4
  Calpain2 inh: -11.6

structure: CNc1nc(N)c([N+](=O)[O-])c(Nc2cccc(F)c2)n1
  Furin inh: -18.7
  p97 ATPase inh: 4.6
  RBBP9 inh: -2.6
  EBV gp42 inh: 2.6
  Runt-CBFb FRET: 0.7
  Tb hexokinase: -41.1
  Runt-SMMHC FRET: 3.7
  p47phox inh: -2.6
  Calpain2 inh: -3.6

structure: Nc1nc(CSCc2ccccc2)nc(N2CCOCC2)n1
  Furin inh: 12.7[20 µM]
  p97 ATPase inh: 4.1
  RBBP9 inh: 6.1
  EBV gp42 inh: -7.3
  Runt-CBFb FRET: -0.6
  Tb hexokinase: -3.6
  Runt-SMMHC FRET: -5.7
  p47phox inh: -14.8
  Calpain2 inh: -3.4

structure: CC1=C(C(=O)Nc2ccccc2)C2(CCCCC2)C(C#N)=C(S)N1
  Furin inh: 6.1[20 µM]
  p97 ATPase inh: 0.3
  RBBP9 inh: -5.0
  EBV gp42 inh: 0.0
  Runt-CBFb FRET: 8.4
  Tb hexokinase: -11.2
  Runt-SMMHC FRET: 4.8
  p47phox inh: -7.0
  Calpain2 inh: -46.4

Further compounds.
SMILES	Furin inh	p97 ATPase inh	RBBP9 inh	EBV gp42 inh	Runt-CBFb FRET	Tb hexokinase	Runt-SMMHC FRET	p47phox inh	Calpain2 inh
COc1ccc(-c2nnc(SCC(=O)N(Cc3ccccc3)C(C)(C)C)o2)cc1OC	-15.2	2.5	-5.1	11.2	-0.8	-8.9	-2.8	3.8	-7.8
COc1ccc(-n2c(SCc3ccc(C#N)cc3)nnc2-c2ccccn2)cc1	-18.8[20 µM]	-1.2	-3.8	-4.4	0.9	-2.7	-0.5	-2.6	-15.1
Cc1ccc(S(=O)(=O)N2CCN(CCC#N)CC2)cc1	-12.4	3.1	-10.0	-7.0	0.1	1.6	4.0	-3.1	-16.3
O=C(/C=C/c1ccco1)NC(=S)Nc1ccc(O)c(-c2nc3ccccc3s2)c1	-0.3	14.3	-2.2	-35.7	13.2	-24.5	5.9	10.5	-18.2
CC(C)NC(=O)N(O)C1N(C(C)C)C(=O)N(Cc2ccc3c(c2)OCO3)C1(C)C (centres undefined)	-13.7	1.6	-3.2	-6.9	1.7	3.0	-2.7	-2.8	0.5
CC(C)[C@H](NC(=O)c1ccccc1)C(=O)OCc1nnc(-c2ccccc2)o1	-30.8	3.2	2.1	-13.3	-0.1	4.8	-2.7	0.4	-13.5
CC(=O)c1cc(-c2ccccc2)n(CC(=O)N2CCCCC2)c1C	-11.6[20 µM]	-6.6	-0.8	-13.2	0.7	-10.4	-3.6	-2.7	7.0
C=CCOc1ccc(Br)cc1/C=N/O	-21.9[20 µM]	-1.2	-4.5	-11.7	2.4	-8.2	2.7	-75.8	12.2
OC(CNCC1CCCO1)Cn1c2ccc(Cl)cc2c2cc(Cl)ccc21 (centres undefined)	-14.2[20 µM]	-1.8	-8.2	-5.8	0.0	-0.8	-0.7	2.7	-1.9
COC(=O)CSc1ccc(C#N)c(SCC(=O)OC)c1	-15.4[20 µM]	4.0	-2.1	-12.1	-0.6	-2.5	-5.9	-22.2	-2.5
O=C(CS(=O)(=O)c1cn(Cc2ccc(Cl)cc2)c2ccccc12)N1CCCC1	-6.8	6.7	-1.2	-13.2	0.4	3.5	-4.5	-10.8	-5.7
O=c1cc(-c2ccccc2Cl)oc2cc(O)cc(O)c12	-10.2	2.3	-1.5	-3.7	-3.3	-0.6	-1.6	-0.2	0.4
CCCCSc1ccc2nc(-c3ccc(C#N)cc3)cn2c1	-11.6[20 µM]	-5.0	-9.5	-1.9	-5.0	-4.6	-0.7	-4.2	-122.7
Cc1ccc2[nH]c(C)c(CCNC(=O)c3c(N)no[n+]3[O-])c2c1	-7.2	2.2	-2.0	-9.2	0.5	-1.2	1.2	-9.0	-10.6
COc1cc(/C=C2\SC(N)=NC2=O)ccc1OCC(=O)Nc1ccc(C)cc1	-15.1	4.0	-11.2	-143.4	-7.6	2.1	-29.9	11.3	6.6
COc1ccc(/C=C/c2ccc(=O)n(Cc3ccccc3)n2)cc1	-24.5	5.0	-6.6	-16.4	-0.2	-8.2	2.1	-7.1	3.2
CSCCC(NC(=O)COc1ccccc1)C(=O)Nc1ccc(C)cc1 (centres undefined)	-22.7	-6.1	-7.8	6.5	-1.7	-6.6	-1.6	-11.3	-1.5
CC(C)CC(=O)Nc1ccc([N+](=O)[O-])cc1Cl	0.4	-4.4	-2.0	-5.7	-1.5	-0.2	-1.4	-5.9	16.6
CCC(=O)Nc1nc2ccccc2n1Cc1ccccc1C	-19.3	-0.5	-3.2	-1.0	0.4	-13.2	-5.3	-9.1	-10.5
NCCCC[C@H](N)c1nnc([C@H](CC(=O)O)NC(=O)C2CCNCC2)o1	-31.1	3.4	6.4	-11.5	2.3	9.1	-2.3	-4.8	4.4
O=S(=O)(NC(=NC1CCCC1)C(F)(F)F)c1ccccc1	-7.8	-4.9	-12.9	-4.1	-1.1	4.3	-3.0	-10.0	-8.7
N#C/C(=C/c1ccc(Br)o1)C(N)=O	-4.7[20 µM]	3.0	-3.6	-14.8	0.0	-43.7	2.8	-16.2	-16.0
O=C(CN(Cc1ccccc1)S(=O)(=O)c1ccc2c(c1)OCCO2)N/N=C/c1cccc(Br)c1	3.8	4.3	-10.8	-8.0	0.5	13.7	3.2	-17.1	-15.5
Cc1cc(C)n(CCN(C)c2nc3nonc3nc2NC2CC2)n1	-2.3	-5.5	-1.7	-6.2	0.0	-16.8	-0.5	-3.0	39.0
Cc1cccc(C)c1NC(=S)NC(=O)c1ccccc1F	-10.7	1.9	6.0	-13.6	-2.5	-0.3	-1.8	1.5	7.1
O=C(Nc1ccc2oc(=O)ccc2c1)c1cc([N+](=O)[O-])ccc1N1CCOCC1	-18.0	3.7	-5.5	-8.2	0.7	-14.3	2.5	-2.1	-2.2
